Assay outcomes: PubChem BioAssay, National Center for Advancing Translational Sciences (NCATS)
AmpC detergent: blocks E. coli AmpC beta-lactamase in detergent assay. P00811. AmpC hydrolysis of nitrocefin, absorbance 480 nm, 0.01% Triton. Potency, µM (highest dose often 114 µM), for inactives: top-dose activity change, negative = inhibition, actives largely listed as inhibitors. hit rate 0.041% among 370,000. AID 485294;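 note: potency is the fitted concentration of half-maximal effect; 0% = no-compound wells and -100% = no-enzyme wells; nearly all actives have a fitted effect of over 25% in size; some results filed as inactive show a strong effect at the top dose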
Target sequence (P00811 whole entry, looked up): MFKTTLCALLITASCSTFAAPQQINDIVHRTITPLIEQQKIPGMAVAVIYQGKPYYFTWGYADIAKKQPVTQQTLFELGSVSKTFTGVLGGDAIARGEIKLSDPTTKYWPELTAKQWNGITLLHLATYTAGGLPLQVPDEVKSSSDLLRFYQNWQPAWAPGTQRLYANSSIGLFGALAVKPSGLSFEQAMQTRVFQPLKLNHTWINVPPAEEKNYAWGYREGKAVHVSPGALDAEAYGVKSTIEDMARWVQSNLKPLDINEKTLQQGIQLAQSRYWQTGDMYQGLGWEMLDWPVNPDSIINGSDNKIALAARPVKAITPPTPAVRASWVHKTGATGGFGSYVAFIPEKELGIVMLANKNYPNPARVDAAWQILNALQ
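20 mM phosphate pH 7.0 + 0.01% (detergent screen) or 0.0001% Triton X-100; 5.3 nM AmpC reagent; cpd preinc 15 min RT; nitrocefin (800 uM stock) to start; A480 q20 s × 4 min; Activity was normalised to no-enzyme and no-compound control wells.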
AmpC inh no detg: blocks E. coli AmpC beta-lactamase in detergent-free assay. AID 485341. P00811. AmpC nitrocefin hydrolysis, absorbance 480 nm, 0.0001% Triton. hit rate 0.52% among 330,000. Potency, µM (top dose mostly 57.1 µM), without a hit: at the top dose activity change, negative = inhibition, most hits filed as inhibitors;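 note: potency is the fitted concentration of half-maximal effect; plate controls were no compound for no effect and no enzyme for full effect; nearly all actives have a fitted effect of over 20% in size; some results filed as inactive show a strong effect at the top dose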
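20 mM phosphate pH 7.0 + 0.01% (detergent screen) or 0.0001% Triton X-100; 5.3 nM AmpC reagent; cpd preinc 15 min RT; nitrocefin (800 uM stock) to start; A480 q20 s × 4 min; Activity was normalised to no-enzyme and no-compound control wells.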
AMA1 RON2 block: AMA1-RON2 (P. falciparum) interaction inhibition. AID 720542. AlphaScreen AMA1-biotinylated RON2 peptide binding. hit rate 0.2% among 360,000. Potency, µM (top dose mostly 58.2 µM), for inactives: at the top dose activity change, negative = inhibition, actives largely listed as inhibitors;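 note: potency is the fitted concentration of half-maximal effect; 0% = vehicle wells and -100% = peptide control; nearly all actives have a fitted effect of over 45% in size; some results filed as inactive show a strong effect at the top dose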
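AMA1 (3D7) with his tag at 25 nM final met compounds first, then biotinylated RON2 peptide at 25 nM; detection used donor plus acceptor beads, 10 µg/mL apiece, read by AlphaScreen after 30 min at room temperature.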
HCMV inh: human cytomegalovirus inhibition | activity change, negative = inhibition, % at 57.5 µM | HFF cells, HCMV-luciferase reporter, 72 h; hits give low values | hit rate 4.5% among 410,000; in the data active = activity change below about -60%; inconclusive = no clear call, values can overlap the other calls; inactive = above about -39%
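Luciferase read-out from HCMV-luciferase-infected HFFs (MOI 1 PFU/cell) 72 h post infection at 37C; compounds added after 16 h cell attachment; activity normalized between buffer-only basal and Salinomycin (10uM) inhibitor controls.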
Sm TGR block: S. mansoni TGR enzyme inhibition; Q962Y6; purified TGR, DTNB reduction, TNB absorbance 405 nm; Potency, µM (top dose mostly 114 µM), without a hit: top-dose activity change, negative = inhibition, most hits filed as inhibitors; hit rate 3% among 360,000; AID 485364; note: potency is the fitted concentration of half-maximal effect; nearly all actives have a fitted effect of over 60% in size
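Kinetic colorimetric format: TGR-catalysed, NADPH-driven DTNB reduction monitored via TNB absorbance. Enzyme dispensed at 20 nM; compound exposure 15 min at room temperature before reaction start.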
FBPA Giardia inh: inhibitors of Giardia lamblia fructose-1,6-bisphosphate aldolase | A8B2U2 | purified Giardia FBPA | Potency, µM (series often up to 59.6 µM), for inactives: at the top dose activity, negative = inhibition, hits mostly inhibitors | hit rate 0.71% among 290,000; note: potency is the fitted concentration of half-maximal effect; nearly all actives have a fitted effect of over 55% in size
Target sequence (A8B2U2 whole entry, looked up): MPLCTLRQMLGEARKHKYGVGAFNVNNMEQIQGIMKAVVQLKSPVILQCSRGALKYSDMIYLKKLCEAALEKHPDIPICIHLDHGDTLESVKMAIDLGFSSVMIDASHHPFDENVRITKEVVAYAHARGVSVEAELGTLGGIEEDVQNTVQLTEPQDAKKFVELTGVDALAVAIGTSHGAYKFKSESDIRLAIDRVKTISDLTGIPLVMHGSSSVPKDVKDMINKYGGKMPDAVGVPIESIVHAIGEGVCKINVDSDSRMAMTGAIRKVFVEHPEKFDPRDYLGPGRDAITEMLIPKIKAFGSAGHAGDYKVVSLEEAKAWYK
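40 nM FBPA preincubated 10 min at RT with compound (up to 57.5 uM final), then substrate plus GAPDH/TPI/NAD/arsenate coupling and diaphorase/resazurin added. Fluorescence read after 20 min at RT, 525/598 nm.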
* hit, by the source's call; ? = inconclusive; . = no result given; [ ] = dose if it differs, or a comment. Unless noted, calls come from the whole dose curve; as a rule, active = well fitted curve in the direction sought with a large enough effect; inconclusive = small, poorly fitted or top-dose-only effect, or another doubt; inactive = no such curve, though single readings can be large; an effect the other way counts as inactive or inconclusive. Unless noted, % is set by controls: 0 for no effect and ±100 for the full control effect. Rows are unselected, and some 7.8% of all compounds hit somewhere here.

entry	Compound	AmpC detergent	AmpC inh no detg	AMA1 RON2 block	HCMV inh	Sm TGR block	FBPA Giardia inh
1	O=C1CCC(C(=O)N2CCC(CO)(Cc3ccc(Cl)cc3)CC2)=NN1	-8.8%	-21.2%	-14.4%	?	-33.4%	-0.1%
2	CN(C)S(=O)(=O)c1ccc(N2CCCC2)c(C(=O)Nc2ccc(F)cc2F)c1	-2.1%	3.7%	3.1%	-27.6	-3.1%	.
3	CCOc1ccc(C(=O)NCc2nc(-c3ccc(Cl)cc3)no2)cc1OCC	10.4%	.	.	27.4	6.8%	.
4	COc1cccc(CC2(CO)CCCN(Cc3cn(C)c4ccccc34)C2)c1 (stereo unspecified)	5.9%	11.9%	-2.1%	?	6.0%	-0.2%
5	Cc1cccc(C)c1NC(=O)c1cc(-c2ccccn2)nc2ccccc12	-3.3%	18.1%	14.5%	69.4	7.7%	-5.0%
6	CCOc1cc(N2CCOCC2)c(OCC)cc1NC(=O)COC(=O)COc1ccc(C#N)cc1	-10.2%	91.2%[activator]	0.4%	8.8	-2.0%	.
7	COc1ccc(CC(=O)OCC(=O)Nc2ccc3c(c2)OCCO3)cc1OC	?	-14.1%	-8.5%	42.9	-4.6%	0.1%
8	O=C(c1cccc([N+](=O)[O-])c1)N1CCN(c2n[nH]c(=O)[nH]c2=O)CC1	-11.2%	-9.1%	-17.1%	-19.8	-0.9%	0.6%
9	COC(=O)N/N=C/c1cc(Cl)cc(Cl)c1OCc1ccc(F)cc1	-4.4%	-23.3%	-1.0%	-9.6	3.7%	-1.9%
10	COc1ccc(-c2cc(-c3cc(C)ccc3O)[nH]n2)cc1	7.4%	-35.2%	52.7%[activator]	-34.8	19.8%	-9.4%
11	COc1ccc(-c2ccc(CCC(=O)O)n2-c2ccccc2OC)cc1	-0.6%	-16.5%	-9.4%	-27.6	11.2µM*	6.8%
12	COc1ccc(CNC(=O)CC2N=C3c4ccccc4N=C(SCC(=O)Nc4ccc(C(C)C)cc4)N3C2=O)cc1 (stereo unspecified)	8.4%	.	.	9.8	6.5%	.
13	C=CCC(CC=C)(NC(=O)c1cccc(C)c1)c1ccccc1	-13.6%	-8.5%	-4.8%	8.7	-6.6%	0.9%
14	O=C(O)Cn1cnc2c(=S)nc[nH]c21	3.5%	88.8%[activator]	75.9%[activator]	16.0	3.1%	3.54µM*
15	COc1cccc(-c2cc(C(=O)NCCCN3CCOCC3)no2)c1	7.3%	-4.6%	-0.3%	35.1	1.7%	-8.5%
16	CCCSc1ccc([C@@H]2[C@@H]3C(=O)N(C)C(=O)[C@@H]3[C@]3(C(=O)OC)CCCCN23)cc1OC	-6.8%	204.4%[activator]	-10.1%	5.5	?	.
17	O=C(Nc1ccc(F)cc1)C1CCCN1S(=O)(=O)c1cccc2nsnc12 (stereo unspecified)	1.8%	-3.9%	-2.2%	-6.9	2.2%	6.5%
18	Cc1ccc(C(=O)OCC(=O)Nc2cc(S(=O)(=O)N3CCOCC3)ccc2C)cc1	?	26.1%	-0.9%	-3.8	7.8%	3.7%
19	O=C(C1CCOCC1)N1CCCC(N2CCN(c3cccc(C(F)(F)F)c3)CC2)C1 (stereo unspecified)	-0.1%	110.3%[activator]	-3.9%	-28.7	-15.6%	.
20	O=C(c1ccc(F)cc1)C1CCN(C(=O)c2c(F)cccc2F)CC1	?	0.0%	-8.0%	53.5	5.5%	11.5%

Screen by screen, as entered above.
Nos. 12 to 18 in AmpC detergent, in turn: 8.4%, -13.6%, 3.5%, 7.3%, -6.8%, 1.8%, ?

Remaining list, next part:
entry	Compound	AmpC detergent	AmpC inh no detg	AMA1 RON2 block	HCMV inh	Sm TGR block	FBPA Giardia inh
21	COc1ccc(-c2nc3c(Br)c(N)c(Br)cc3o2)cc1	2.7%	0.7%	5.3%	224.9	2.0%	?
22	CC1=NN(C(=O)c2ccc(C)o2)C(O)(c2ccccc2)C1 (stereo unspecified)	-1.3%	-25.6%	69.4%[activator]	6.3	1.9%	4.6%
23	COc1ccc(S(=O)(=O)NCC(=O)N(CC(=O)NC(C)(C)C)Cc2cccs2)cc1	-4.7%	6.6%	17.2%	-20.2	-2.0%	5.7%
24	COc1ccc(Cl)cc1N(CC(=O)Nc1ccccc1C(=O)N1CCOCC1)S(C)(=O)=O	-10.8%	0.2%	21.8%	?	5.5%	.
25	O=[N+]([O-])c1ccc(NC(=S)N2CCOCC2)cc1	-6.7%	-16.9%	-0.4%	11.3	-19.3%	-9.3%
26	CCc1ccc(C(=O)NNc2cc(Cl)ccc2Cl)cc1	7.9%	-40.8%	4.2%	-68.1*	17.9%	0.0%
27	CC1(C)CC(NC(=S)NC(=O)c2cc(Br)ccc2Cl)CC(C)(C)N1	2.8%	-4.2%	-6.0%	-10.3	-27.2%	.
28	CN(C)C(=O)c1cn(-c2ccccc2)c(=O)c2ccccc12	2.3%	1.6%	-0.3%	77.7	6.2%	4.5%
29	CCc1nnc(NC(=O)c2ccc(COc3ccccc3)o2)s1	-4.3%	-7.7%	5.9%	1.3	3.6%	4.3%
30	CCOC(=O)c1cc(-c2ccccc2)n(CCCC(=O)Nc2cccc(C)c2)c1C	-0.8%	.	.	0.0	-6.2%	.

Filtered by structure, those above with nitrogen in an aromatic ring.
entry	Compound	AmpC detergent	AmpC inh no detg	AMA1 RON2 block	HCMV inh	Sm TGR block	FBPA Giardia inh
3	CCOc1ccc(C(=O)NCc2nc(-c3ccc(Cl)cc3)no2)cc1OCC	10.4%	.	.	27.4	6.8%	.
4	COc1cccc(CC2(CO)CCCN(Cc3cn(C)c4ccccc34)C2)c1 (stereo unspecified)	5.9%	11.9%	-2.1%	?	6.0%	-0.2%
5	Cc1cccc(C)c1NC(=O)c1cc(-c2ccccn2)nc2ccccc12	-3.3%	18.1%	14.5%	69.4	7.7%	-5.0%
8	O=C(c1cccc([N+](=O)[O-])c1)N1CCN(c2n[nH]c(=O)[nH]c2=O)CC1	-11.2%	-9.1%	-17.1%	-19.8	-0.9%	0.6%
10	COc1ccc(-c2cc(-c3cc(C)ccc3O)[nH]n2)cc1	7.4%	-35.2%	52.7%[activator]	-34.8	19.8%	-9.4%
11	COc1ccc(-c2ccc(CCC(=O)O)n2-c2ccccc2OC)cc1	-0.6%	-16.5%	-9.4%	-27.6	11.2µM*	6.8%
14	O=C(O)Cn1cnc2c(=S)nc[nH]c21	3.5%	88.8%[activator]	75.9%[activator]	16.0	3.1%	3.54µM*
15	COc1cccc(-c2cc(C(=O)NCCCN3CCOCC3)no2)c1	7.3%	-4.6%	-0.3%	35.1	1.7%	-8.5%
17	O=C(Nc1ccc(F)cc1)C1CCCN1S(=O)(=O)c1cccc2nsnc12 (stereo unspecified)	1.8%	-3.9%	-2.2%	-6.9	2.2%	6.5%
21	COc1ccc(-c2nc3c(Br)c(N)c(Br)cc3o2)cc1	2.7%	0.7%	5.3%	224.9	2.0%	?
28	CN(C)C(=O)c1cn(-c2ccccc2)c(=O)c2ccccc12	2.3%	1.6%	-0.3%	77.7	6.2%	4.5%
29	CCc1nnc(NC(=O)c2ccc(COc3ccccc3)o2)s1	-4.3%	-7.7%	5.9%	1.3	3.6%	4.3%
30	CCOC(=O)c1cc(-c2ccccc2)n(CCCC(=O)Nc2cccc(C)c2)c1C	-0.8%	.	.	0.0	-6.2%	.
